# Screening results as filed in PubChem.
# L929 necroptosis = inhibitors of zVAD-triggered necroptosis, primary screen, L929 cells; L929 zVAD necroptosis rescue, ATP luminescence, 24 h; with zVAD 60 µM; viability rescue, % at 10 µM; 220,000 compounds, 0.38% hits;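 active = activation, scaled between plate controls, above about 75%, limit read from the data; inactive = activation under that limit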;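 also: 0% = zVAD with DMSO and 100% = DMSO alone without zVAD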
# Runt-CBFb FRET = inhibitors of RUNX1 Runt–CBFb binding, primary screen, biochemical, FRET, Cerulean-Runt, Venus-CBFb, uHTS. Runt-related transcription factor 1 (Homo sapiens) + Core-binding factor subunit beta …. Cerulean-Runt/Venus-CBFb FRET ratio 530/480, 1 h. inhibition, % at 20 µM. 220,000 compounds, 0.46% hits;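 active = inhibition over about 50% at 20 µM in the single-dose screen, limit read from the data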;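 also: 0% = DMSO wells and 100% = excess unlabeled CBFb competitor control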
#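 Doses: 20 µM compound in 1% DMSO | Material: Cerulean-labeled Runt domain protein | Amount: Each fluorescent fusion protein 100 nM | Schedule: Two 1 h room-temperature incubations shielded from light | Measured by: FRET fluorescence | Evaluation: Loss of energy transfer signal | Controls: Unlabeled CBFb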
# Hck-Nef inh = inhibitors of Nef-activated human Hck kinase, primary screen, biochemical, Z-Lyte FRET, 384-well, Hck-YEEI; Recombinant Hck-YEEI plus Nef, Z-Lyte FRET kinase assay; inhibition, % at 20 µM; 220,000 compounds, 0.68% hits;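 active = Hck-Nef kinase inhibition above about 50%, limit read from the data; inactive = inhibition below that limit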;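 also: 0% = DMSO with Hck plus Nef and 100% = Hck alone without Nef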
# Target sequence (P08631 whole entry, looked up): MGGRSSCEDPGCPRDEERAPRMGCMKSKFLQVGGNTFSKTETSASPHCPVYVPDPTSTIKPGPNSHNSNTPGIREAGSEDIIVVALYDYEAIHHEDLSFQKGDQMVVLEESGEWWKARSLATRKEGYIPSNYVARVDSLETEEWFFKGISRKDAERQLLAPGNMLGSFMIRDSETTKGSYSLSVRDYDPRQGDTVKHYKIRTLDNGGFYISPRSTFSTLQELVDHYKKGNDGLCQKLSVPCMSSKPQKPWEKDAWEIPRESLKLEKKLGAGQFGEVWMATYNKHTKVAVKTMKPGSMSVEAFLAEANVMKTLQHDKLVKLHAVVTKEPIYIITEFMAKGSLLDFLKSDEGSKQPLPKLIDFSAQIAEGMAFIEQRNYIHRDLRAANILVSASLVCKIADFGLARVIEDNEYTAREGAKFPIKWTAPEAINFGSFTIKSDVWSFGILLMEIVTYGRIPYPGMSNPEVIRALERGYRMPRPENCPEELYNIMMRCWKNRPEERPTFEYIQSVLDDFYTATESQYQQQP
# RBBP9 inhibitor = human RBBP9 inhibitors, primary screen, biochemical, fluorescence polarization, FP-Rh probe, HTS. Serine hydrolase RBBP9 (Homo sapiens), O75884. recombinant RBBP9. inhibition, % at 7.94 µM. 220,000 compounds, 0.2% hits. AID 1515, 2009;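 active = inhibition above the campaign mean of all tested compounds plus 3 SD, cut at about 14% in these data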;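 also: plate controls were DMSO wells with RBBP9 for no effect and wells lacking RBBP9 protein for full effect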
# Target sequence (O75884 whole entry, looked up): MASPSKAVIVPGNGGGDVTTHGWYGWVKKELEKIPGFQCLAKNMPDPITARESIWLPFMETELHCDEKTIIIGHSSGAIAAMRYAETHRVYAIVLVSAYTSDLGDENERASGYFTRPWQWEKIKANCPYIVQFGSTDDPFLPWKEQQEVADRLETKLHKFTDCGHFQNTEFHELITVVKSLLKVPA
#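 Measured by: FP readout at 525/598 nm; material: recombinant human RBBP9; also added: Serine-hydrolase probe FP-Rh, 375 nM pre-mixing; medium: Tris buffer pH 8.0, NaCl, Pluronic; replication: one well per compound; doses: one concentration, 7.94 µM nominal, 0.794% DMSO; timing: preincubation 30 min plus labeling 45 min at 25 °C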
# PERK inhibitor = block of dimerizer-induced PERK translation repression, primary screen, PERK inhibitor project, CHO PERK-DD cells, SEAP luminescence, HTS. CHO PERK-DD fusion, SEAP luminescence translation reporter. inhibition, % at 5.6 µM. AID 1416, 2008. Eukaryotic translation initiation factor 2-alpha kinase 3 (Homo sapiens), Q9NZJ5. 220,000 compounds, 0.17% hits;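 active = inhibition above the mean inhibition of all tested compounds plus 3 SD, set separately per screening campaign, cut at about 2.9% in these data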;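 also: PERK kinase domain activated by AP20187 dimerizer at 100 nM; 0% = DMSO with dimerizer and 100% = rapamycin at 8.4 µM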
# EP2 antag = human EP2 receptor antagonists, primary screen, TR-FRET cAMP, C6 glioma cells; C6 glioma cells expressing human EP2; cells stimulated with saturating PGE2; Prostaglandin E2 receptor EP2 subtype (Homo sapiens), P43116; 260,000 compounds, 0.52% hits; inhibition, % at 25 µM;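 active = percent inhibition above 40 after rounding to a whole number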;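 also: rat C6 glioma host cells with rolipram phosphodiesterase inhibitor present; the protocol text gives 20 µM as final concentration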
# Target sequence (P43116 whole entry, looked up): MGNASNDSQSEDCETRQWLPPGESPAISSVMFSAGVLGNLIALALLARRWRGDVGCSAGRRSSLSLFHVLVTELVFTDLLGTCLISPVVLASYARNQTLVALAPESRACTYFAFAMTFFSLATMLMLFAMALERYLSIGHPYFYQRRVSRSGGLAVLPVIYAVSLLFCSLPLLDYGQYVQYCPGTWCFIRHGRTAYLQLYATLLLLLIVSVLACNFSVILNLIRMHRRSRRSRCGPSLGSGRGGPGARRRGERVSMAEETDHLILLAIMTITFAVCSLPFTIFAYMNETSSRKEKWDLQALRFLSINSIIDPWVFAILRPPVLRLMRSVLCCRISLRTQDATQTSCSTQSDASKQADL
# EP2 modulator = EP2 receptor modulators, cAMP readout, primary screen, cell-based, HTRF cAMP, PGE2 stimulation; Prostaglandin E2 receptor EP2 subtype (Homo sapiens), P43116; EP2-expressing cells, cAMP HTRF FRET, PGE2 co-stimulation; induction, % at 25 µM; 260,000 compounds, 0.83% hits; AID 940, 2007;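 active = compounds whose cAMP rise, as percent of the full-agonist control response, exceeds 60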;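 also: rat C6 glioma line stably carrying human EP2 under a CMV promoter; the protocol text gives 20 µM as final concentration; 100% = response of wells given 1 µM PGE2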
# TNF necrop inh = inhibitors of TNF-alpha triggered necroptosis, primary screen, cell-based, Jurkat FADD-/-, single concentration | Jurkat FADD-/- TNF necroptosis rescue, ATP luminescence, 24 h; 0 = TNF only, 100 = no-TNF cells | activation (protection from cell death), % at 10 µM | 220,000 compounds, 0.068% hits | AID 463075, 2010;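 active = activation, meaning protection from cell death, of at least 50% relative to plate controls; inactive = activation below 50%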;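 also: necroptosis triggered by 40 ng/mL TNF-alpha added together with compound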
# Runt-SMMHC FRET = inhibitors of RUNX1 Runt–CBFb-SMMHC binding, primary screen, biochemical, FRET, Cerulean-Runt, Venus-CBFb-SMMHC, uHTS; Runt-related transcription factor 1 (Homo sapiens) + Core-binding factor subunit beta …; Cerulean-Runt/Venus-CBFb-SMMHC FRET ratio 530/480, 1 h; inhibition, % at 20 µM; 220,000 compounds, 0.74% hits; AID 1434, 2008;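 active = mean inhibition across duplicate retests at 20 µM reaching about 50%, limit read from the data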;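 also: 0% = DMSO wells and 100% = wells with excess untagged CBFb-SMMHC; inhibitors lower the FRET ratio by blocking Runt binding to CBFb-SMMHC; some results filed as inactive read as strong as hits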
# Numbers without * were called inactive; . = not tested or not shown. These rows are one share of the data (hit frequency here may not be typical).
# Order of values – L929 necroptosis, Runt-CBFb FRET, Hck-Nef inh, RBBP9 inhibitor, PERK inhibitor, EP2 antag, EP2 modulator, TNF necrop inh, Runt-SMMHC FRET
O=C(NC(N1CCOCC1)C(Cl)(Cl)Cl)c1ccc(F)cc1 (stereo not drawn)
→ 0.4, -1, 20, 6, 0.3, 5, -4, 1.1, 1
CC(=O)N(/N=C/c1ccc([N+](=O)[O-])o1)c1nc2ccccc2c(=O)n1-c1ccccc1
→ -1.4, 4, 1, -12, -0.6, 3, -6, -8.2, 1
COc1cccc(CCc2nnc(CCC(=O)NC(C)c3c(C)nn(C)c3C)o2)c1 (stereo not drawn)
→ 0.3, 0, 17, -6, 0.6, 2, -4, 0.0, 2
Fc1ccc(N2CCN(Cc3cn[nH]c3-c3ccccc3)CC2)cc1
→ 0.4, 2, -3, -7, -0.1, 9, 5, 2.8, 0
COc1ccc(/C=C2\N=C(c3ccccc3)NNC2=O)cc1
→ 0.4, 0, 9, 1, 2.3, 3, -4, 0.3, -1
COc1ccc(/C=N/Nc2ncnc3c2[nH]c2ccccc23)c(OC)c1OC
→ 70, 0, 5, -7, -1.3, 2, -47, 4.0, 10
Cc1ccc(-n2nnnc2SCC(=O)NC(=O)Nc2ccc3c(c2)OCCO3)cc1
→ -0.1, 0, 2, -6, 1.7, 8, -63, -1.0, 0
CSCCC(NC(=O)C1CCC(C)CC1)C(=O)NCCN1CCOCC1 (stereo not drawn)
→ -1.1, -3, -1, -6, -0.5, 7, -9, -0.5, 1
CC(=O)c1sc(NC(=O)COc2ccc(Cl)cc2C)nc1C
→ -0.3, 1, -4, -1, 0.2, 12, 1, 0.7, 1
CC(=O)N1CCC(N2CCN(c3ccccc3F)CC2)CC1
→ -0.1, 3, -2, -3, 1.2, 9, 15, 1.3, 4
COc1ccccc1NC(=O)c1nn(-c2ccc(OC(F)(F)F)cc2)ccc1=O
→ 0.7, 0, 2, -6, 0.8, 10, -2, -2.7, 2
CC(C)(C)NC(=O)CN(Cc1ccc2c(c1)OCO2)C(=O)CCC(=O)Nc1nccs1
→ 1.2, 0, 13, -3, -0.1, 6, 4, 0.4, -1
COc1cnc(-c2cccc(C(F)(F)F)c2)[nH]c1=O
→ 0.1, 1, 10, -5, 2.3, 6, 10, 0.6, -2
COc1cc(NC(=O)CCCn2c(=S)[nH]c3ccccc3c2=O)cc(OC)c1OC
→ 1.6, -1, 5, -12, 0.5, 5, -9, 1.1, 1
Clc1ccc(OCc2nn3c(-c4ccco4)nnc3s2)cc1
→ -0.1, 15, 2, 1, -0.9, 11, 2, 0.1, 4
Cc1nnc(N/N=C/C2CC=CCC2)[nH]c1=O (stereo not drawn)
→ 6.7, 0, 16, -9, 0.9, 9, 24, 0.1, 3
C=C(C)CC(Nc1ccc(OC)cc1)c1ccco1 (stereo not drawn)
→ -0.6, 3, 24, -8, 2.0, 10, 31, 0.6, -3
Cn1c(=O)cc(C(=O)N/N=C/c2ccc(Cl)cc2)[nH]c1=O
→ 0.9, 0, 15, 7, 2.9*, 15, -3, -0.7, -4
O=C(NC1CCCCC1)c1nn2c(C(F)(F)F)cc(-c3ccco3)nc2c1Br
→ 0.3, 0, 8, -5, 0.5, 6, -8, -6.0, -5
Cc1ccc(NC(=O)CSc2nnc(-c3ccc(S(=O)(=O)N4CCOCC4)cc3)n2C)cc1
→ -0.1, 0, 0, -5, 0.6, 12, 19, 0.8, -1
Cc1nc(N2CCOCC2)c(C#N)c2c1COC(C)(C)C2
→ 0.1, -4, 2, 0, 0.1, 1, 1, -0.2, -1
O=C(Nc1ccc(N2CCOCC2)cc1)C1CC1
→ 0.2, 1, 5, -13, 1.1, 8, 19, -0.6, 0
Cc1cc(Cl)ccc1OCc1cn2cccnc2n1
→ -1.5, -3, 10, -7, 0.4, 4, -45, -1.2, 1
CCOC(=O)c1c(C)[nH]c(C(=O)Nc2ccc3c(c2)OCO3)c1C
→ 4.2, -1, 1, -7, -1.1, ., -36, -0.9, -1
COc1ccc(CNC(=O)CN(Cc2ccc(F)cc2)C(=O)c2csnn2)cc1
→ -0.3, 0, 20, -13, 0.2, 2, 2, -0.2, 0
CC(=O)c1cc2c(cc1NC(=O)c1c(-c3ccccc3)noc1C)OCO2
→ 0.1, -7, 1, -6, 0.6, 10, 20, -2.9, 0
COc1cc(C(=O)N(Cc2cccc(Cl)c2)C2CCS(=O)(=O)C2)cc(OC)c1OC (stereo not drawn)
→ -0.3, 2, -2, -5, -1.8, 2, 27, 0.5, -6
COc1cc(/C=C(\C#N)C(=O)NC(C)C)ccc1OCc1ccc(C(=O)O)cc1
→ 0.3, -2, 33, 0, 0.2, 15, -36, 2.4, 3
Cc1ccccc1/[N+]([O-])=C/c1cccs1
→ 1.3, 2, -21, 0, 2.0, 6, 28, -0.4, 0
COC(=O)CN1C(=O)C(C)=C(c2ccc(C)cc2)S1(=O)=O
→ 2.5, 1, -2, -8, 0.6, 6, 25, 1.2, 4
CCn1c(SCC(=O)Nc2ccc(NC(=O)c3ccco3)c(OC)c2)nc2ccccc2c1=O
→ 0.2, 1, -1, 4, -0.5, 12, 34, -2.7, -8
Cc1nc2ccc(C(=O)NCc3ccc4c(c3)OCO4)cc2s1
→ 1.8, 3, 12, -7, -0.8, 6, -86, 0.0, 0
CCC(=O)Nc1nc2ccc3nc(C)sc3c2s1
→ 84*, 1, 10, -10, -0.1, 9, -21, -0.3, 2
O=S(=O)(O)c1cccc(N=Nc2c(O)ccc3ccccc23)c1
→ 0.0, -5, 85*, -2, -1.0, 2, -7, -2.9, -195
COc1ccc(CC(=O)Nc2c3c(nn2-c2cccc(Cl)c2)CS(=O)(=O)C3)cc1
→ -0.1, -2, 0, 3, -0.6, 6, 16, -0.5, -6
CCC(C)(C)NC(=O)CN(Cc1cccs1)C(=O)CNS(=O)(=O)c1ccc(C)cc1
→ -0.1, -1, -1, 0, -0.3, 6, 19, 1.1, 2
CC(OC(=O)c1ccccc1O)C(=O)Nc1ccc(Cl)cn1 (stereo not drawn)
→ 0.8, -2, -55, 3, 0.8, 5, 8, 4.3, 0
COc1ccc(NC(=O)C(c2ccc(C)cc2)N(C)C(=O)c2cnccn2)cc1 (stereo not drawn)
→ 2.9, 0, -3, -9, 0.0, 10, -6, 1.9, 29
CCCS(=O)(=O)N1CCC(C(=O)N2CCCC2)CC1
→ 0.0, -1, 1, -7, 1.6, 3, 32, -1.3, 1
CC1(NC(=O)C2CCCCC2)CCS(=O)(=O)C1 (stereo not drawn)
→ -0.4, 1, -42, -3, 0.1, 10, 23, 0.1, -1

# Structural class, those above with a CF3 group.
# Order of values – L929 necroptosis, Runt-CBFb FRET, Hck-Nef inh, RBBP9 inhibitor, PERK inhibitor, EP2 antag, EP2 modulator, TNF necrop inh, Runt-SMMHC FRET
COc1ccccc1NC(=O)c1nn(-c2ccc(OC(F)(F)F)cc2)ccc1=O
→ 0.7, 0, 2, -6, 0.8, 10, -2, -2.7, 2
COc1cnc(-c2cccc(C(F)(F)F)c2)[nH]c1=O
→ 0.1, 1, 10, -5, 2.3, 6, 10, 0.6, -2
O=C(NC1CCCCC1)c1nn2c(C(F)(F)F)cc(-c3ccco3)nc2c1Br
→ 0.3, 0, 8, -5, 0.5, 6, -8, -6.0, -5

# Single entries from the entries so far.
# For EP2 antag, COc1cccc(CCc2nnc(CCC(=O)NC(C)c3c(C)nn(C)c3C)o2)c1 (stereo not drawn) is listed with 2
# For Runt-SMMHC FRET, COc1ccc(CNC(=O)CN(Cc2ccc(F)cc2)C(=O)c2csnn2)cc1 is listed with 0

# Next part
SMILES	L929 necroptosis	Runt-CBFb FRET	Hck-Nef inh	RBBP9 inhibitor	PERK inhibitor	EP2 antag	EP2 modulator	TNF necrop inh	Runt-SMMHC FRET
O=C(NC1CC1)C1=C[C@@H](c2ccc(Br)cc2)C[C@@H](OCc2ccc(CO)cc2)O1	0.1	1	29	.	.	10	-7	1.2	4
O=C(CSc1nnnn1-c1cccc(Cl)c1)Nc1ccc2c(c1)CCC2	1.0	2	3	-4	1.4	7	0	2.0	-2
Cc1c(CNC(=O)c2nn3c(c2Cl)NC(c2ccccc2)CC3C(F)(F)F)cnn1C (stereo not drawn)	-1.0	-14	-1	-3	-0.8	-1	-19	-2.6	0
O=C(O)CCC(=O)NNC(=O)CCC(=O)NCc1ccccc1	-0.4	1	0	-9	0.2	7	15	-1.9	-1
C#Cc1ccc([C@H]2C=C(C(=O)N3CCN(Cc4ccc5c(c4)OCO5)CC3)O[C@@H](OCc3ccc(CO)cc3)C2)cc1	0.6	-1	8	-14	0.6	.	-5	0.4	-6
COc1ccccc1C1(O)CCN(C(=O)c2cccs2)CC1	0.2	0	1	-7	2.1	.	10	-0.3	0
O=c1cc(-c2ccccc2)[nH]n1-c1ccc([N+](=O)[O-])cc1	1.6	-3	-1	-9	0.6	12	-12	-0.8	-1
CCc1cc(-c2n[nH]c(=S)n2CC)cs1	0.1	10	1	-2	1.3	14	-6	1.0	14
CCCC(c1nnnn1Cc1ccc(OC)cc1)N1CCN(c2ccccc2OC)CC1 (stereo not drawn)	-0.1	-3	-1	-4	-1.0	11	2	-2.5	1
COC(=O)c1c(-c2ccco2)csc1NC(=O)C1CC=CCC1C(=O)O (stereo not drawn)	-0.1	20	2	1	2.4	23	48	-1.3	20
CC(C)CC(COCc1cccc(Cl)c1)N1CCN(C(=O)c2ccc(C(F)(F)F)cc2)CCC1=O (stereo not drawn)	-0.1	-12	-3	-11	-0.2	8	33	0.9	-9
O=C1Nc2ccc([N+](=O)[O-])cc2C1=Nc1cccc(CO)c1	-0.4	2	-18	-23	2.3	4	-50	-4.2	1
O=[N+]([O-])C(/C=C(/Cl)[N+](=O)[O-])=C(N1CCCCC1)N1CCCCC1	-0.8	-10	13	0	-0.4	12	-26	-22	-24
